Screens deposited in PubChem by several laboratories.
proCasp7 act: procaspase-7 activators, primary screen, counter-screen for procaspase-3 activator project, biochemical, absorbance, HTS, human. Caspase-7 (Homo sapiens), P55210. recombinant procaspase-7, Ac-DEVD-pNA absorbance 405 nm; D23A/D198A/D206A triple mutant, cannot self-cleave; scale: DMSO 0, 5 µM enzyme 100. activation, % at 8.5 µM. hit rate 0.093% among 330,000;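 active means percent activation above the screen-wide mean plus 3 SD, cut at about 25% in these data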
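Assay system: Uncleavable procaspase-7 mutant enzyme; Input: 2 µM procaspase-7 mutant as dispensed; Also added: DEVD-pNA substrate; Medium: Zinc-free HEPES pH 7.4 with 300 mM NaCl, 0.01% Triton X-100; Timing: 1 h compound preincubation, 2 h substrate cleavage, 25 °C; Measured by: Epi-absorbance of released pNA at 405 nm, two timepoints.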
RPL19A TOR yeast: RPL19A-GFP expression modulators in yeast, primary screen, cell-based, S. cerevisiae, multiplex flow cytometry, MLPCN; S. cerevisiae RPL19A-GFP strain, 3 h; active compounds read low; percent response vs DMSO, % at 10 µM; hit rate 0.3% among 330,000; AID 2025, 2009;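 active means percent response vs DMSO below 50%; inconclusive means fewer than 70 events counted for the yeast strain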;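 further: median channel GFP fluorescence of the barcoded RPL19A-GFP strain; ratio of sample median GFP to plate DMSO average so 100% = DMSO; lower means less RPL19A-GFP as with rapamycin TOR inhibition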
MEP2-GFP yeast: modulators of MEP2-GFP levels in yeast, primary screen, S. cerevisiae, multiplex flow cytometry, MLPCN library; S. cerevisiae MEP2-GFP strain, 3 h; 100% = DMSO control level; GFP response vs DMSO, % at 10 µM; hit rate 0.51% among 330,000;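 active means GFP response versus DMSO above a set limit, roughly screen mean plus 3 SD, cut at about 180% in these data; inconclusive means fewer than 70 cells counted for a yeast strain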;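 further: median GFP fluorescence of the barcode-gated MEP2-GFP cells per well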
Yeast superoxide: reduction of superoxide in aged yeast, primary screen, HTS. S. cerevisiae aged cells, superoxide DHE fluorescence; active compounds read low. superoxide response (% of plate mean), % at 10 µM. hit rate 0.18% among 330,000. AID 2690, 2010;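 active means superoxide response under a set limit, about three screen SD below normal, cut at about 65% in these data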;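 further: yeast aged for seven days with compound at 30 °C before DHE staining; 100% = average MFI of all compound-treated wells on the plate with controls excluded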
LAP4 TOR yeast: modulators of LAP4-GFP expression in yeast, primary screen, S. cerevisiae, multiplex flow cytometry, MLPCN library. hit rate 0.34% among 320,000. AID 2023, 2009. GFP response vs DMSO, % at 10 µM. 3 h; median GFP as percent of DMSO wells;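 active means GFP response vs DMSO above a set limit, about the screen mean plus 3 SD, cut at about 150% in these data; inconclusive means under 70 cell events counted for the yeast strain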
AHR activator: AHR activators, primary screen, cell-based, luminescence, luciferase reporter, human; Aryl hydrocarbon receptor (Homo sapiens), P35869; AHR-responsive luciferase reporter cells; activation, % at 5 µM; hit rate 2.5% among 320,000; in the data active means activation above about 47%;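 further: 0% = vehicle wells and 100% = reference agonist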
Target sequence (P35869 whole entry, looked up): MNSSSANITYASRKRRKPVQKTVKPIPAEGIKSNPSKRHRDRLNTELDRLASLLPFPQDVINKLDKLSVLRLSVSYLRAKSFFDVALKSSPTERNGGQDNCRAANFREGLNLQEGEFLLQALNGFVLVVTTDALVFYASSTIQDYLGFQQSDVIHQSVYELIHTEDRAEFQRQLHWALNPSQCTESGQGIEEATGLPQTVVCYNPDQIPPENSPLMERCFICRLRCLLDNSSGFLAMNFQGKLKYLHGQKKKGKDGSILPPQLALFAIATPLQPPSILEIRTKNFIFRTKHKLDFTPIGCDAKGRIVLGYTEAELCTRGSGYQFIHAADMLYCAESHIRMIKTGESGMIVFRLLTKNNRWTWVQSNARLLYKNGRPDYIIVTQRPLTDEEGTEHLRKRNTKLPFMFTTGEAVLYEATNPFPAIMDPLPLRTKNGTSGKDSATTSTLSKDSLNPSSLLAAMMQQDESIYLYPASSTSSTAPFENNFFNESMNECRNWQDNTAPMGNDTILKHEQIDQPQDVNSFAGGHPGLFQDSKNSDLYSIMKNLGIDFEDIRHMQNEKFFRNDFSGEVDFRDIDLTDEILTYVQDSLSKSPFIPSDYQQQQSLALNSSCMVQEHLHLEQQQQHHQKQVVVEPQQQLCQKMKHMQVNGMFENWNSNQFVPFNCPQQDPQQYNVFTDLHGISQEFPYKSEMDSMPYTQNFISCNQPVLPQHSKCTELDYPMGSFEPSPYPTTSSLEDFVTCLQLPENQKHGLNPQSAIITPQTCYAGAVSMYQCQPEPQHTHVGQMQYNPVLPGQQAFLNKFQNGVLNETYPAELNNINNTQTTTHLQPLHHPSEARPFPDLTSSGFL
procasp3 activ: activators of human procaspase-3 D3A mutant, primary screen, biochemical, absorbance, PC-3 D3A mutant, single concentration; activation, % at 8.5 µM; Caspase-3 (Homo sapiens), P42574; recombinant procaspase-3 D3A, Ac-DEVD-pNA absorbance 405 nm; hit rate 0.11% among 330,000; AID 463141, 2010;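 active means activation above the mean of all tested compounds plus 3 SD, cut at about 21% in these data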;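 further: 0% = DMSO alone and 100% = DMSO wells spiked with extra 5 µM PC-3 D3A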
Target sequence (P42574 whole entry D9A/D28A/D175A): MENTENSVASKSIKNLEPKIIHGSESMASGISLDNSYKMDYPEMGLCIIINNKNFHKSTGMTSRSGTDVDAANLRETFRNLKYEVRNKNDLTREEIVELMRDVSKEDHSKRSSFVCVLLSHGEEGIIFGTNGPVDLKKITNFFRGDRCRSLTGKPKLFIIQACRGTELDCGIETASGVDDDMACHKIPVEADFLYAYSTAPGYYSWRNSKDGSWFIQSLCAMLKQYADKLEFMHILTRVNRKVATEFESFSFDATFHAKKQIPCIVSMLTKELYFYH
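Evaluation: percent activation relative to control range; Material: Procaspase-3 D3A mutant, all three cleavage aspartates alanine; Compound: single dose, 8.5 µM nominal compound, 0.8% DMSO; Replication: one well per compound; Signal: absorbance at 405 nm, 0 and 120 min; Schedule: 1 h preincubation plus 2 h reaction at 25 °C.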
GASC-1 inh: inhibitors of GASC-1 histone demethylase, primary screen, biochemical, fluorescence, DELFIA europium; Lysine-specific demethylase 4C (Homo sapiens), Q9H3R0; GST-JMJD2C(1-420) H3K9me3 demethylation; inhibition, % at 2.35 µM; hit rate 0.069% among 330,000; AID 2099, 2009;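 active means more than half of a compound's replicate wells show inhibition beyond 50%, single wells judged on their own value; inconclusive means some, but no more than half, of replicates pass 50% inhibition; inactive means no replicate passes 50% inhibition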;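 further: signal counts dimethyl H3K9 product captured on neutravidin plate; 0% = median of DMSO wells and 100% = 0.3 times that DMSO median; strong numbers were not always called active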
Active calls of the source: *; ? = inconclusive; . = not tested or not shown; [ ] = dose if it differs, or a comment.

Values run as follows: proCasp7 act, RPL19A TOR yeast, MEP2-GFP yeast, Yeast superoxide, LAP4 TOR yeast, AHR activator, procasp3 activ, GASC-1 inh
> C#CC[N+](C)(C)CC#Cc1ccc(C)cc1
  6, 94, 95, 108, 110, 2, 6, -9
> CSc1ccccc1NC(=O)CN(C)CC(=O)Nc1c(F)cccc1F
  -6, 99, 95, 110, 84, 2, -3, -10
> COc1ccc(C(=O)Oc2ccc[nH]c2=O)cc1
  -1, 95, 101, 111, ., 4, -8, -1
> CC1(C)Cc2c(cnn2-c2ccc(F)cc2)C(NC(=O)c2ccoc2)C1 (centres undefined)
  -15, 98, 104, 133, 106, 1, 6, -1
> C/C(CCC12CC3CC(CC(C3)C1)C2)=N\NC(N)=S
  2, 95, 96, 64*, 184*, -2, -9, -4
> O=C(NCC(=O)N1CCN(S(=O)(=O)c2ccccc2F)CC1)c1ccc2ccccc2c1
  2, 103, 99, 98, 106, 1, 3, -8
> FC(F)(F)c1nnc2c(Sc3ccccc3)nc3ccc(Cl)cc3n12
  -8, 98, 98, 100, 102, 2, -10, 6
> CCOC(=O)CC1C(=O)NCCN1S(=O)(=O)c1ccc(NC(C)=O)cc1 (centres undefined)
  1, 92[may fluoresce green], 111[may fluoresce green], 109, 103[may fluoresce green], -2, 0, 3
> CSCCC(NS(=O)(=O)c1ccccc1F)C(=O)N1CCCCCC1 (centres undefined)
  7, 102, 99, 112, 86, 6, 5, -24
> Clc1cccc(Cl)c1CSc1nnc(-c2ccncc2)s1
  3, 98, 93, 105, 107, -1, 6, -21
> OC(CNc1ccccc1)COc1ccc(OCC(O)CNc2ccccc2)cc1 (centres undefined)
  -1, 97, 100, 87, 101, 6, 3, 0
> CC[C@@]1(c2ccccc2OC)ON(c2ccccc2C(F)(F)F)C1=O
  0, 93, 80, 124, 116, 2, -2, 2
> Cc1sc2nc(-c3ccc(Br)cc3)oc(=O)c2c1C
  -11, 103, 110, 82, 94, 8, 0, 4
> C[C@H](NC(=O)c1ccco1)C(=O)Nc1ccc(C#N)cc1
  2, 103, 105, 105, 98, 1, 8, -1
> CCOc1ccc(OCC(=O)Nc2ccccc2N2CCCC2)cc1
  -5, 98, 99, 85, 111, 8, -9, 3
> CCOC(=O)NC(Nc1sc2c(c1C(=O)OC)CCN(C)C2)(C(F)(F)F)C(F)(F)F
  -5, 93, 92, 107, 95, 4, -2, 4
> CCN1C(=O)c2ccccc2S(=O)(=O)c2ccc(C(=O)NCC(OC)OC)cc21
  7, 85, 89, 99, 86, 2, -5, 1
> COc1ccc(S(=O)(=O)CCc2nnc(NC(C)=O)s2)cc1
  7, 104, 110, 93, 99, -1, -2, 6
> COc1ccc(C(=O)NNC(=O)CSc2nnc(C)n2CC2CCCO2)cc1 (centres undefined)
  7, 105, 104, 100, 97, 0, 2, 1
> O=C(NCC(=O)N1CCN(c2ccccc2F)CC1)c1ccc(Br)o1
  4, 101, 101, 103, 106, 5, -3, -7
> CC1CC(=O)N(CC(=O)Nc2ccc(F)cc2F)c2ccccc2S1(=O)=O (centres undefined)
  2, 102, 110, 101, 110, 3, -3, -3
> CC(NC(=O)C1CCC(CNS(=O)(=O)c2ccccc2)CC1)c1ccc2c(c1)OCCO2 (centres undefined)
  2, 95, 109, 102, 96, -1, 8, 18
> CCC1(CC)N=C(c2ccccc2)C(=S)N1
  0, 93, 91, 97, 84, -2, -2, -2
> Cc1c(CCC(=O)O)c(=O)oc2cc(OCc3ccccc3F)ccc12
  -1, 102, 104, 122, 97, 1, 1, 1
> Fc1cnc(N2CCOCC2)nc1N1CCOCC1
  10, 94, 98, 110, 102, 0, 5, -8
> CCOC(=O)CSc1ccccn1
  -1, 102, 103, 103, 103, 0, -3, -8
> COc1ccc2c(c1OC)C(=O)OC2Nc1ccccn1 (centres undefined)
  12, 105, 110, 93, 108, 2, 3, 1
> O=C(C(=O)N1CCN(c2cccc(Cl)c2)CC1)c1c[nH]c2ccccc12
  9, 101, 95, 111, 94, 16, -5, -1
> COc1ccccc1N1CCN(C2CCCC(C)C2)CC1 (centres undefined)
  -5, 98, 94, 88, 98, 0, -2, -16
> C[C@@H](C(=O)Nc1ccc2ccccc2c1)[C@@H]1C[C@@]1(C)[C@@H](NC(=O)c1ccccc1)c1ccccc1
  -5, 96, 93, 123, 126, 2, -6, 3
> CN(C(=O)CC1C(=O)NCCN1Cc1cccc(C(F)(F)F)c1)C1CCOCC1 (centres undefined)
  8, 99, 92, 115, 97, -5, -2, -3
> CCOC(=O)c1c(C)[nH]c(C(=O)CSc2nnc(Nc3ccccc3F)s2)c1C
  -9, ., ., 99, ., 9, -3, 0
> COc1nc(NS(=O)(=O)c2ccc(C)cc2)nc(C)c1Cl
  -6, 99, 98, 97, 90, -1, 6, 17
> Nc1c(-c2ccc(Cl)cc2)cnn1C1CCS(=O)(=O)C1 (centres undefined)
  3, 91, 101, 95, 90, 0, -3, 5
> Cc1cccc(OCCCn2c(=O)sc3ccccc32)c1
  5, 98, 100, 96, 105, -4, 0, -3
> O=C(O)CCC(=O)N1N=C(c2c(-c3ccccc3)c3cc(Cl)ccc3[nH]c2=O)CC1c1cccs1 (centres undefined)
  -14, 106, 102, 101, 97, 1, 3, 0
> CC(=O)c1ccc(N2CCN(C(=O)CCNC(=O)Cn3ccc4ccccc4c3=O)CC2)cc1
  -2, 104, 106, 90, 91, 0, -3, 30
> CCOC(=O)C1(Cc2ccccc2C(F)(F)F)CCN(C(C)CSC)CC1 (centres undefined)
  5, 109, 105, 97, 100, 2, -7, 0
> CCC1Sc2ccc(S(=O)(=O)Nc3cc(OC)cc(OC)c3)cc2NC1=O (centres undefined)
  0, 103, 104, 98, 102, 4, -6, 15
> O=C(COc1ccccc1Cl)N1CCCCCCC1
  1, 101, 104, 106, 97, 2, -4, 3
> CCOC(=O)c1ccc(NC(=O)CNC(=O)c2ccco2)cc1
  2, 95, 94, 86, 89, 1, 8, 8
> CCOc1ccc(OCC)c(NC(=O)CCn2cccc2)c1
  1, 96, 96, 86, 91, 6, 2, 0
> COc1ccc2oc(C(=O)OCC(=O)N3CCN(c4ccccc4)CC3)c(C)c2c1
  1, 95, 103, 92, 110, 4, 2, 7
> S=c1[nH]ncn2c1cc1oc3ccccc3c12
  -4, 94, 109, 89, 108, 22, 6, -8
> CC(C)/C=C1\CCCCC1N(C)C(=O)NC(C)C (centres undefined)
  -1, 96, 98, 94, 101, -3, 2, -5
> CCOC(=O)N1CCN(C(=O)c2cc3cc(F)ccc3[nH]2)CC1
  2, 102, 106, 101, 94, 58*, 13, 8
> C=CCN(c1ccccc1OC)S(=O)(=O)c1cccc(C(=O)Nc2nnc(C3CC3)s2)c1
  4, 101, 111, 80, 118, 6, 5, 4
> N/C(=N\OC(=O)c1cccc2ccccc12)c1ccncc1
  8, 99, 103, 101, 101, 67*, 13, -10
> C[C@H](CO)N1C[C@H](C)[C@@H](CN(C)C(=O)Nc2ccccc2)Oc2ccc(NC(=O)Cn3cnnn3)cc2C1=O
  -1, 86, 88, 103, 91, -1, 0, 15
> COC(=O)[C@]1(Cc2ccccc2)N[C@H](CN(C)C(=O)Nc2ccc(C)cc2)[C@@H]2C(=O)N(C)C(=O)[C@@H]21
  9, 96, 91, 72, 95, 1, 1, 18
> O=C(O)c1ccccc1CSc1ncn[nH]1
  7, 100, 106, 91, 103, 0, 10, ?
> COC(=O)c1cc(OC)c(OC)cc1NC(=O)Cc1ccccc1[N+](=O)[O-]
  7, 104, 110, 113, 101, 7, 6, -6
> Cc1nnc(N/N=C/c2ccc(O)c([N+](=O)[O-])c2)[nH]c1=O
  1, 101, 99, 141, 85, 8, -5, 4
> COc1ccc(S(=O)(=O)N(CC(=O)N2CCOCC2)Cc2ccccc2)cc1C
  1, 93, 100, 107, 98, -1, -2, 3
> CCOC(=O)c1c(-c2ccccc2)oc2ccc(OCC(=O)NN)cc12
  -9, 98, 105, 99, 97, 30, 6, 0
> CCCCNC(=O)c1cc2c(=O)n3cccc(C)c3nc2n(Cc2ccncc2)c1=N
  -20, 35*, 132, 92, 98, 4, -15, -1
> CC(C)CNC(=O)COC(=O)CNC(=O)c1cc(Cl)cc([N+](=O)[O-])c1
  -2, 107, 162, 102, 118, 2, -5, -7
> CCc1ccc(C(c2c(C)nn(-c3ccccc3)c2N)c2c(C)nn(-c3ccccc3)c2N)cc1
  2, 106, 126, 111, 112, 11, -6, -5
> CC1CCCCN1CCCNC(=O)C1CCN(c2nc3ccccc3o2)CC1 (centres undefined)
  5, 95, 90, 99, 85, -3, -3, -4
> O=c1ccc(C(F)(F)F)cn1Cc1cc(=O)n2ccsc2n1
  5, 99, 87, 108, 100, -3, 1, 0

Carrying on.
Values run as follows: proCasp7 act, RPL19A TOR yeast, MEP2-GFP yeast, Yeast superoxide, LAP4 TOR yeast, AHR activator, procasp3 activ, GASC-1 inh
> Cc1ccc(-n2nc(C)c3c(-c4cccs4)c(C#N)c(N)nc32)cc1
  5, 98, 96, 95, 101, 36, -19, -10
> COC(=O)C1=C(C(=O)OC)[C@@H]2Nc3ccccc3[C@@]23C[C@@H](C(=O)OC)N(C(=O)C2CCC2)C3=N1
  2, 92, 96, 87, 92, -1, 7, 2
> O=[N+]([O-])c1ccccc1S(=O)(=O)Nc1ncccn1
  11, 99, 105, 94, 101, 1, 0, -6
> CN1C(=O)SC(Nc2cccc3ccccc23)C1=O (centres undefined)
  -11, 96, 98, 97, 96, 9, -8, 5
> COc1ccccc1CNC(=O)c1ccc(N(C)S(=O)(=O)c2ccc(C)cc2)cc1
  0, 104, 104, 85, 94, 1, -1, -6
> COc1ccc(Cl)cc1NC(=O)CN(C)C(=O)C1COc2ccccc2O1 (centres undefined)
  5, 103, 103, 129, 99, 26, 11, 6
> CC(C)c1ccc(NC(=O)CCN2C(=O)[C@@H]3Cc4ccccc4CN3C2=O)cc1
  -2, 100, 120, 80, 95, 89*, -3, 3
> CCN(CC)c1nc(N)nc(NS(=O)(=O)c2ccc(Cl)cc2)n1
  1, 100, 106, 104, 107, 1, -3, -4

Whole records from above. Order of values: proCasp7 act | RPL19A TOR yeast | MEP2-GFP yeast | Yeast superoxide | LAP4 TOR yeast | AHR activator | procasp3 activ | GASC-1 inh
Listed for COc1ccccc1CNC(=O)c1ccc(N(C)S(=O)(=O)c2ccc(C)cc2)cc1 : 0 | 104 | 104 | 85 | 94 | 1 | -1 | -6
Listed for CN1C(=O)SC(Nc2cccc3ccccc23)C1=O (centres undefined) : -11 | 96 | 98 | 97 | 96 | 9 | -8 | 5
Listed for Cc1ccc(-n2nc(C)c3c(-c4cccs4)c(C#N)c(N)nc32)cc1 : 5 | 98 | 96 | 95 | 101 | 36 | -19 | -10
Listed for CC(C)c1ccc(NC(=O)CCN2C(=O)[C@@H]3Cc4ccccc4CN3C2=O)cc1 : -2 | 100 | 120 | 80 | 95 | 89* | -3 | 3
